# RAD52 inh: RAD52 (human) annealing inhibition; P43351; recombinant RAD52 DNA annealing, FRET fluorescence; inhibition, % at 18.7 µM; 360,000 compounds, 0.46% hits;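 active means every replicate showing at least 50% inhibition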
# Target sequence (P43351 whole entry, looked up): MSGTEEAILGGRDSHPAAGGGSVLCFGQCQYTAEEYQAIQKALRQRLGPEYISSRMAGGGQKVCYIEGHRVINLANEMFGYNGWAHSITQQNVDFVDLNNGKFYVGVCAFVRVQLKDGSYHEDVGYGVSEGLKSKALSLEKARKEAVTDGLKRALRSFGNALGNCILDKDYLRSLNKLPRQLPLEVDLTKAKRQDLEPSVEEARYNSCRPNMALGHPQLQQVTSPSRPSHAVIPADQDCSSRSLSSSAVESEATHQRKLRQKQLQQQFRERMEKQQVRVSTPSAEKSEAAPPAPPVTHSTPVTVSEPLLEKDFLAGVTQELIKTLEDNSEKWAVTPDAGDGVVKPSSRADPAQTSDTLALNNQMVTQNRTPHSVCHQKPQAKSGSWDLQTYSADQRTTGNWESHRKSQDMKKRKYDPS
# PGC1a acetyl inh: lowers PGC1a acetylation signal in U2OS cells; AlphaScreen anti-acetyl-lysine; with virally co-expressed GCN5 acetyltransferase; inhibition, % at 15.6 µM; 350,000 compounds, 0.17% hits; AID 651687;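 active means every replicate shows inhibition of at least 40%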;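 further: 0% = neutral control wells and 100% = positive control wells; some results beyond the cut were filed as inactive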
# E-selectin induc: E-selectin induction on HUVECs | HUVEC E-selectin immunofluorescence imaging; normalized: neutral wells 0, TNF-alpha wells 100 | AID 686992 | P16581 | 260,000 compounds, 0.37% hits | activation, % at 7.58 µM;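 active means mean E-selectin-positive cell signal at least 10% of the positive control, reached in at least 60% of replicates, without over 20% cell loss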;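 further: in these data hits start at about 27%; measured in HUVEC primary endothelial cells; signal is the percent of cells scored E-selectin positive by PE staining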
# Target sequence (P16581 whole entry, looked up): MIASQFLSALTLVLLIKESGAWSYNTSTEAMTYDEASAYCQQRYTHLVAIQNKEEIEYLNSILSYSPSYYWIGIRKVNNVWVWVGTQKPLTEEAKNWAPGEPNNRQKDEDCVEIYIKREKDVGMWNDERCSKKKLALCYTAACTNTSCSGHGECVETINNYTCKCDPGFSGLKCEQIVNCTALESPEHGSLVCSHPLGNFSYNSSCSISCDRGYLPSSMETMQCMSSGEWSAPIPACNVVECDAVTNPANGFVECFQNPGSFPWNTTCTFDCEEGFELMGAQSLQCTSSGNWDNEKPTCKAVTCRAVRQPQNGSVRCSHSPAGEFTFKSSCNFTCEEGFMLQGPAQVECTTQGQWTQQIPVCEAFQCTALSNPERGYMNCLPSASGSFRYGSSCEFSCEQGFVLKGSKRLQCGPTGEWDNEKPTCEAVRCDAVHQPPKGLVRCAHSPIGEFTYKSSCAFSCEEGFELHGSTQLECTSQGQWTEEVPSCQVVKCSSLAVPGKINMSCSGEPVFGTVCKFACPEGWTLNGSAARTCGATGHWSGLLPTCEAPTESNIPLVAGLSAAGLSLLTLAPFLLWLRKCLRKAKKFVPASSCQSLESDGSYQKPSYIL
#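 Test system – human umbilical vein endothelial cells (HUVEC), E-selectin induction · Input – 3,000 HUVEC seeded per well · Buffer or medium – EGM-2, gelatin · Compound dosing – single-point compound dose · Detection – immunofluorescence imaging · Measure – percent E-selectin-positive cells · Controls – TNF-alpha high, DMSO low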
# Starred values were filed as active, the others as inactive; & = joins results of further samples; ! = not confirmed by another sample.
# Fields – RAD52 inh	PGC1a acetyl inh	E-selectin induc
- O=C(c1cc2nc(-c3ccccc3)cc(C(F)(F)F)n2n1)N1CCCC1
 : -13	1	-0.5
- COCC(=O)N1CC(=O)N2[C@H](CO)[C@@H](c3ccc(-c4ccccc4C)cc3)[C@H]2C1
 : -12	1	0.5
- Cc1ccc2nc(N(CCCN(C)C)C(=O)CN3C(=O)c4ccccc4C3=O)sc2c1
 : 62*	1	1.2
- C/C=C/c1ccc([C@H]2[C@H]3CN(C(=O)Nc4ccc(F)cc4)CC(=O)N3[C@H]2CO)cc1
 : 14	6	0.1
- CCn1c(C)nc2cc(C(=O)NNS(=O)(=O)c3cc(Br)ccc3Br)ccc21
 : -5	-11	-0.4
- C=CCNC(=O)c1cc2sccc2n1C
 : -4	20	-1.7
- C=CCON/C(CCC)=C1\C(=O)CC(C)(C)CC1=NC
 : -19	-1	0.0
- C=CCN(CC(O)c1cccc([N+](=O)[O-])c1)C(C)CCc1ccccc1 (stereo not drawn)
 : -2	6	-0.3
- COc1ccc2c3c(n(C)c2c1)[C@@H](CO)N(C)CC31CN(C(=O)C2CCC2)C1
 : 2	-1	0.3
- CN1CCN(NC(=O)c2ccc(S(=O)(=O)N3CC4(C)CC3CC(C)(C)C4)cc2)CC1 (stereo not drawn)
 : -10	-2	0.7
- O=C(c1cnccn1)N1CC(=O)N2[C@H](CO)[C@H](c3ccc(C4=CCCCC4)cc3)[C@@H]2C1
 : 1	0	-0.3
- CC(CNS(=O)(=O)c1ccccc1)(c1ccccc1)N1CCCCC1 (stereo not drawn)
 : -16	-15	2.5
- C[C@@H]1CN([C@H](C)CO)C(=O)c2cccc(NC(=O)CCCCCC(=O)Nc3ccccc3N)c2O[C@@H]1CN(C)S(=O)(=O)c1ccc(F)cc1
 : -7	12	0.2
- COc1c(C)cc(C(=O)C2CCCN(C(=O)CCc3scnc3C)C2)cc1C (stereo not drawn)
 : -1	-14	-0.5
- COc1ccccc1NC(=O)N1CC(=O)N2[C@H](CO)[C@@H](c3ccc(C#CC4CC4)cc3)[C@H]2C1
 : -6	18	0.1
- CCCCCCc1c(O)nc(SCCN(C)C)[nH]c1=O
 : -15	3	-0.4
- COC(=O)c1ccc(CSc2ccc3nnc(-c4ccc(OC)c(OC)c4)n3n2)o1
 : -8	-4	0.0
- Cc1ccc(NC2SC(=O)N(Cc3cccc(C(=O)O)c3)C2=O)c(C)c1 (stereo not drawn)
 : -14	1	-0.3
- N#Cc1c(-c2cccc(Cl)c2)[nH]c(=S)[nH]c1=O
 : -22	-9	-0.1
- COc1ccc(N/N=C(\C#N)C(=N)N2CCCCC2)cc1
 : -16	5	1.7
- O=C(Nc1ccccc1F)c1cc2c(s1)-c1ccccc1S(=O)(=O)C2
 : -10	23	-0.1
- CCCC#Cc1cnc2c(c1)C(=O)N([C@@H](C)CO)C[C@H](C)[C@@H](CN(C)Cc1ccc3c(c1)OCO3)O2
 : 1	7	-0.2
- CN(C)C(=O)c1ccc(-c2ccc([C@@H]3[C@H]4CN(C(=O)C5CC5)CC(=O)N4[C@H]3CO)cc2)cc1
 : 13	9	-0.2
- COc1ccc2c3c([nH]c2c1)[C@@H](CO)N(Cc1ccc(Cl)cc1)CC31CN(Cc2nccs2)C1
 : 13	-1	0.7
- CCn1c(=O)c(=O)n(CC)c2cc(S(=O)(=O)Nc3ccc(C)cc3)ccc21
 : 0	5	0.3
- O=C(N/N=C/c1ccncc1)c1nc2ccccc2c(=O)[nH]1
 : 1	6	-0.2
- Nc1nc(-c2cccnc2)nn1C(=O)c1ccccc1Cl
 : -7	-6	0.7
- Cn1c(S(=O)(=O)O)nc2ccccc21
 : -15	-10	-0.7
- O=C(c1ccccc1F)N1CC(=O)N2[C@H](CO)[C@H](c3ccc(-c4ccccc4)cc3)[C@@H]2C1
 : 2	6	-0.2
- CC(NC(=O)CSc1n[nH]c(=O)[nH]c1=O)C1CC2CCC1C2 (stereo not drawn)
 : -10	-4	4.3

# 5 compounds picked at random from those above, as already listed:
# Fields – RAD52 inh	PGC1a acetyl inh	E-selectin induc
- CN(C)C(=O)c1ccc(-c2ccc([C@@H]3[C@H]4CN(C(=O)C5CC5)CC(=O)N4[C@H]3CO)cc2)cc1
 : 13	9	-0.2
- COc1ccc2c3c(n(C)c2c1)[C@@H](CO)N(C)CC31CN(C(=O)C2CCC2)C1
 : 2	-1	0.3
- CC(NC(=O)CSc1n[nH]c(=O)[nH]c1=O)C1CC2CCC1C2 (stereo not drawn)
 : -10	-4	4.3
- Cn1c(S(=O)(=O)O)nc2ccccc21
 : -15	-10	-0.7
- C=CCN(CC(O)c1cccc([N+](=O)[O-])c1)C(C)CCc1ccccc1 (stereo not drawn)
 : -2	6	-0.3

# The results go on.
# Fields – RAD52 inh	PGC1a acetyl inh	E-selectin induc
- Cc1cccc(NNC(=O)C2CCC2)c1
 : -12	0	0.5
- c1ccc(Cn2c[n+](Cc3ccccc3)cn2)cc1
 : -9	-6	43*
- CCOC(=O)Cn1cc(C(=O)C(C)(C)C)c2ccccc21
 : -5	3	4.8
- O=C(C[C@@H]1C=C[C@H](NS(=O)(=O)c2ccccc2)[C@@H](CO)O1)N1CCN(c2ccccc2)CC1
 : -9	4	0.2
- CC(=O)N1CC(=O)N2[C@@H](CO)[C@H](c3ccc(-c4ccc(C(=O)N(C)C)cc4)cc3)[C@@H]2C1
 : 6	1	0.4
- Cc1nnc(NC(=O)c2ccccc2-c2ccccc2C(=O)O)s1
 : 0	1	-0.1
- CO[C@H]1CN(C)C(=O)c2ccc(NC(=O)NC(C)C)cc2OC[C@@H](C)N(S(C)(=O)=O)C[C@@H]1C
 : 1	14	-0.3
- O=C1CN(S(=O)(=O)Cc2ccccc2)C[C@@H]2[C@H](c3ccc(C#Cc4cccnc4)cc3)[C@H](CO)N12
 : -3	12	0.3
- COCC(=O)OCc1cc2cccc(C)c2[nH]c1=O
 : -7	2	-1.4
- CCC/C=N/NC(=O)c1ccccc1O
 : -22	3	1.8
- COc1ccccc1NC(=O)N1CC(=O)N2[C@@H](CO)[C@H](c3ccc(C#CC4CC4)cc3)[C@@H]2C1
 : -17	6	-0.2
- COc1ccc(S(=O)(=O)Nc2ccc3c(c2)C(=O)N([C@@H](C)CO)C[C@H](C)[C@@H](CN(C)S(=O)(=O)c2ccccc2)OCCCC[C@@H](C)O3)cc1
 : -9	-5	-0.1
- Cc1ccc(NC(=O)NCCCl)cc1S(=O)(=O)N1CCOCC1
 : -1	7	2.0
- C(=C\c1ccncc1)/c1ccncc1
 : -3	-16	-0.4
- Cc1cc(C)c2sc(NC(=O)c3ccc(N4C(=O)CCC4=O)cc3)nc2c1
 : -16	5	-0.2
- O=C(Nc1ccc(C(F)(F)F)cc1)N1[C@@H]2CNC[C@H]1C2c1ccc(-c2ccccc2)cc1 (stereo partly drawn)
 : 19	7&5	0.5&0.2
- Cc1ccc(N2CC(=O)N(NC(=O)CN3CCN(c4ccccc4)CC3)CC2=O)cc1
 : 2	-3	-0.1
- Cn1cccc1/C=N/N1CCN(Cc2cccc3ccccc23)CC1
 : -7	4	-0.1
- Cc1cccc(C2c3c(n(C)c(=O)n(C)c3=O)N=C3c4ccccc4C(=O)C32)c1 (stereo not drawn)
 : -9	3	2.1
- COc1cccc(NC(=O)N2CC(=O)N3[C@H](CO)[C@@H](c4ccc(C5=CCCCC5)cc4)[C@H]3C2)c1
 : -24	3	-0.2
- CCCCC(C)n1[nH]c(=O)c2c(C)cc(C)nc21 (stereo not drawn)
 : -20	-7	-0.1
- COc1ccc(-c2ccccc2[C@@H]2[C@@H](CO)N(C(=O)C3CCC3)[C@H]2C#N)cc1
 : 0	4	0.0
- CN(Cc1ccccc1)S(=O)(=O)c1ccc2c(c1)n(C)c(=O)c(=O)n2C
 : -9	4	-0.1
- COC(=O)c1ccc(OC)c(OC)c1Cl
 : -10	-6	3.7
- CSCCC(NS(=O)(=O)c1ccc2c(c1)oc(=O)n2C)C(=O)NCc1ccccc1 (stereo not drawn)
 : 7	-8	0.1
- CC(C)C(NC(=O)C1CCCCC1)C(=O)NCCc1ccccc1 (stereo not drawn)
 : 4	9	-0.4
- COc1ccc2c3c(n(C)c2c1)[C@H](CO)N(CC1CC1)CC31CN(C(=O)Nc2ccc(F)cc2F)C1
 : 12	-8	0.1
- Cc1ccc(NC(=O)CN(C)C(=O)c2nn(C)c(=O)c3ccccc23)cc1
 : -3	8	-0.5
- CC1CC2OC(=O)C3(C)CCCC(C)(C23)C1(O)CCc1ccoc1 (stereo not drawn)
 : -9	-9	-0.3
- COc1ccc(C#Cc2ccc([C@@H]3[C@H]4CN(C(C)=O)CC(=O)N4[C@H]3CO)cc2)cc1
 : -13	0	-0.3

# Later entries:
mol	RAD52 inh	PGC1a acetyl inh	E-selectin induc
CCOC(=O)C1=C(C)N=c2s/c(=C/c3ccc(OCC(=O)O)c(OC)c3)c(=O)n2C1c1ccc(Cl)cc1 (stereo not drawn)	-347	1	0.0
O=C(C1CCOCC1)N1CC2(C1)[C@H](c1ccccc1)[C@H](CO)N2Cc1ccccc1F	9	-17	-0.2
CCS(=O)(=O)N1CCC2(CC1)CN[C@@H](CO)c1c2c2ccc(OC)cc2n1C	2	1	0.3
Cc1ccc(NC(=O)Cn2cnc3cc([N+](=O)[O-])ccc3c2=O)cc1	-12	13	-0.2
COc1ccc2c3c(n(C)c2c1)[C@H](CO)N(C)CC31CN(C(=O)Nc2c(C)noc2C)C1	-4	8	0.0
CC(C)[C@H](NC(=O)OC(C)(C)C)C(=O)N/N=C/c1ccc2nccnc2c1	-15	11	0.5
COCCNC(=O)NC(=O)COC(=O)C1(c2ccc(Cl)cc2)CC1	-8	12	8.4
COCC(=O)N1CC2(C1)[C@@H](c1ccc(-c3cccc(F)c3)cc1)[C@@H](CO)N2C(=O)C1CC1	-56	-7	-0.1
S=C(NCc1cccs1)Nc1cc(Cl)cc(Cl)c1	-29	11	0.1
O=C(c1cccnc1)N1CC(=O)N2[C@H](CO)[C@@H](c3ccc(-c4ccc(F)cc4)cc3)[C@@H]2C1	-8	-4	0.0
O=C(O)c1ccc2ncsc2c1	9	-3	1.9
COc1ccccc1CN1CN(S(=O)(=O)c2ccccc2)c2nc3ccccc3nc21	2	-20	-1.1
O=c1oc2cc(S(=O)(=O)NCCCO)ccc2c2ccc(S(=O)(=O)NCCCO)cc12	-14	-3	-0.7
CCN(CC)S(=O)(=O)c1ccc(NN=c2c(=O)c3ccccc3c2=O)cc1	-12	10	-0.3
COc1cccc(/C=N/n2nnnc2N)c1O	-12	14	-0.3

# Further records follow.
mol	RAD52 inh	PGC1a acetyl inh	E-selectin induc
Cc1ccc2c(c1)C1CN(C)CCC1N2C(=O)COc1ccc(N(C)S(=O)(=O)c2cccs2)cc1 (stereo not drawn)	-5	8	12
O=C(O)c1ccc(-c2cccc([N+](=O)[O-])c2)o1	-13	4	-1.4
CN(C)C(=O)[C@@H]1[C@@H](CO)[C@@H]2Cn3c(cccc3=O)[C@@H]2N1C(=O)C1CCCC1	-7	6	0.0
CC(C)CC#Cc1ccc([C@@H]2[C@@H](CO)N3C(=O)CN(C(=O)Cc4cccnc4)C[C@@H]23)cc1	19	2	-0.2
Cc1cc(C)cc(N2C(=O)CC(Sc3ccccc3C(=O)O)C2=O)c1 (stereo not drawn)	-12	11	0.7
CCCNC(=O)N1[C@H](CO)[C@@H](c2ccccc2)C12CN(CCC(F)(F)F)C2	-11	11	0.0
O=C(Nc1ccccc1F)N1CC(=O)N2[C@H](C1)[C@@H](c1ccc(C#CC3CCCC3)cc1)[C@@H]2CO	1	2	0.4
COc1cc(CN2[C@@H]3CNC[C@H]2C3c2ccc(/C=C/c3ccccc3)cc2)cc(OC)c1 (stereo partly drawn)	45&43	0&-8	0.3&0.3
CN1CCN(CCCNC(=O)c2ccc(/C=C3\Sc4ccccc4N(Cc4ccccc4F)C3=O)cc2)CC1	90*	-6	-0.2
Cc1nnc(SC(C)C#N)n1-c1ccccc1 (stereo not drawn)	-9	-5	8.8
Cc1c(/C=C(\CC(=O)O)c2nc3ccccc3s2)cc(C#N)n1C	-23	8	-0.3
COc1ccc(C(=O)NCc2nnc(SCC(=O)NO)n2Cc2ccccc2)cc1	-2	12	-0.2
CC(=O)N1[C@@H]2c3cccc(=O)n3C[C@H]1[C@H](CO)[C@H]2C(=O)N[C@H](C)c1ccccc1	-7	0	-0.4
CN(C)S(=O)(=O)c1cccc(NC(=O)CSc2nncn2C)c1	-10	0	-0.2
O=C(C1CC1)N1C[C@@H]2N[C@H](C1)C2c1ccc(/C=C/c2ccccc2)cc1 (stereo partly drawn)	51*!	-17&-58	0.0&-0.7

# More results
mol	RAD52 inh	PGC1a acetyl inh	E-selectin induc
COCC(=O)N1CC2(C1)CN(C(=O)Nc1ccccc1F)[C@H](CO)c1[nH]c3cc(OC)ccc3c12	-2	2	-0.2
CN(C)/N=C/C=C1\CC/C(=C\c2ccc(F)c(F)c2)C1=O	-17	12	-0.1
COc1ccc(CN2CN(S(=O)(=O)c3ccccc3)c3nc4ccccc4nc32)cc1	-14	6	20
CCS(=O)(=O)N1CC2(CN(C(=O)c3ccc(F)cc3)[C@H](CO)c3[nH]c4cc(OC)ccc4c32)C1	3	-11	-0.2

# Ordered by molecular weight (smallest number first): part of the list above
mol	RAD52 inh	PGC1a acetyl inh	E-selectin induc
O=C(O)c1ccc2ncsc2c1	9	-3	1.9
O=C(Nc1ccccc1F)c1cc2c(s1)-c1ccccc1S(=O)(=O)C2	-10	23	-0.1
CCn1c(=O)c(=O)n(CC)c2cc(S(=O)(=O)Nc3ccc(C)cc3)ccc21	0	5	0.3

# Bioassay records deposited in PubChem BioAssay by Broad Institute.

# The list is partial; rates above refer to the full screens.
